EP2 mod – modulates human prostaglandin E2 receptor EP2 signaling | 260,000 compounds, 0.83% hits | P43116 | EP2-expressing cells, cAMP HTRF FRET, PGE2 co-stimulation | induction, % at 25 µM;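 active = compounds whose cAMP rise, as percent of the full-agonist control response, exceeds 60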;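 also: rat C6 glioma line stably carrying human EP2 under a CMV promoter; the protocol text gives 20 µM as final concentration; 100% = response of wells given 1 µM PGE2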
Target sequence (P43116 whole entry, looked up): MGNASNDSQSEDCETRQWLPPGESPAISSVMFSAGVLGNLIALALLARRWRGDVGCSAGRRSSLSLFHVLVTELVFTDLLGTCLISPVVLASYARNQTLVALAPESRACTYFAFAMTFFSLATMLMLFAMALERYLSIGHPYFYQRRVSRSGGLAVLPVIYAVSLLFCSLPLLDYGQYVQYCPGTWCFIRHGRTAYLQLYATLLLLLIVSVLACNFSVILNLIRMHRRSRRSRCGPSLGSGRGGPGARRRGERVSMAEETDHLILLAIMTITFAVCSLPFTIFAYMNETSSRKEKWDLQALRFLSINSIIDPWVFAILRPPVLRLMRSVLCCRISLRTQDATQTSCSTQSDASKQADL
An asterisk follows results filed as active. An excerpt; the hit share may differ from the screen's.

molecule,EP2 mod
CC[C@H](Cn1nc(-c2cccs2)ccc1=O)NC(=O)c1ccc2c(c1)n(C)c(=O)n2C,8.9
CC(C(=O)N1CCC(C(=O)c2nc3ccccc3s2)CC1)c1ccccc1 (stereo unspecified),-38.7
CC(C)[C@H]1CN(Cc2ccccc2F)CCN1C(=O)c1ccco1,-12.8
COc1ccc(CN2Cc3cc4cc5c(cc4nc3OCC2=O)OCO5)cc1,-46.3
Cc1cc2c(o1)c1cnn(CC(=O)N(C)C)c(=O)c1n2C(C)C,-30.0
Cn1c(N2CCC(C(=O)Nc3ccc(F)cc3F)CC2)nc2ccccc21,-44.2
CCOCCCNC(=O)Cn1nc(C)n2c(cc3ccsc32)c1=O,-6.9
CN(C)S(=O)(=O)N1CCC(Cn2nc(-c3ccc(F)cc3)ccc2=O)CC1,-43.5
O=C(c1nccs1)C1CCN(C(=O)c2n[nH]c3c2CCCC3)CC1,-27.4
COc1ccc([C@@H]2C[C@H](C(=O)NCc3ccco3)N(C)S(=O)(=O)N2)cc1,-6.0
COC(=O)[C@H]1CN(C(=O)CCn2nccc2C)C[C@@H]1c1ccc(F)cc1,-24.6
CCn1c2cc(C)oc2c2cnn(CC(=O)N(Cc3ccccn3)C3CC3)c(=O)c21,1.7
Cc1nnsc1C(=O)N1CCC(c2nc3sc4c(c3c(=O)[nH]2)CCCC4)CC1,-15.0
CCc1nn(CC(=O)N(C)CC(C)c2ccccc2)c(=O)c2cc3ccsc3n12 (stereo unspecified),-76.5
FC(F)(F)c1cn2c(n1)CN(Cc1nnnn1Cc1ccco1)CC2,3.0
CS(=O)(=O)c1cncnc1C1CCCN(C(=O)c2ccc3c(c2)OCCO3)C1 (stereo unspecified),8.6
CC(c1cccc(F)c1)n1cc(C(=O)NCc2ccncc2)nn1 (stereo unspecified),-22.5
Cc1c(C(=O)N2CCC(C(=O)c3nccs3)CC2)oc2ccccc12,-13.6
CN1[C@@H](C(=O)NCCc2ccccc2)C[C@@H](c2ccco2)NS1(=O)=O,5.0
CC1CN(c2nc3c(c(=O)[nH]2)CCN(Cc2cccc(Oc4ccccc4)c2)C3)CC(C)O1 (stereo unspecified),15.5
CC1CN(c2nc3c(c(=O)[nH]2)CCN(Cc2ccc(N4CCCC4)c(F)c2)C3)CC(C)O1 (stereo unspecified),19.9
COc1cc2c(cc1CN1CCc3c(nc(N4CC(C)OC(C)C4)[nH]c3=O)C1)OCO2 (stereo unspecified),-1.9
CC[C@H](Cn1nc(-c2ccc(OC)cc2)ccc1=O)NC(=O)c1cccs1,-17.2
CCc1nn(CC(=O)NC(c2ccccc2)c2ccccc2)c(=O)c2cc3ccsc3n12,-11.7
CC1CCCC(C)N1C(=O)Cn1nc(-c2ccoc2)oc1=O (stereo unspecified),-19.6
Cn1ccnc1C1(O)CC2CCC(C1)N2C(=O)c1cccc(Cl)c1 (stereo unspecified),-4.7
O=C(CN1CCCC1)N1CCC(c2nc3sc4c(c3c(=O)[nH]2)CCCC4)CC1,-32.9
CC(C)n1c(=O)n(CC(=O)NC2CCCCC2)c2cccnc21,3.1
CN1[C@@H](C(=O)NCc2cccnc2)C[C@@H](c2ccco2)NS1(=O)=O,-16.0
Cc1ccc2c(c1)cc(C)c1nn(Cc3cccnc3)c(=O)n12,-10.7
CCn1cc(C(=O)N2CCC(c3ncncc3-c3ccncc3)CC2)c(C)n1,2.1
CC(C)NC(=O)Cn1nc(-c2cccc(F)c2)n(-c2ccncc2)c1=O,-11.6
CC1CCC(NC(=O)CN2CCC(O)(c3cccnc3)CC2)CC1 (stereo unspecified),-27.9
CCc1nn(CC(=O)N2CCC(C)CC2)c(=O)c2cc3sccc3n12,-49.8
CCc1c(C)nc(NC2CCN(S(=O)(=O)c3ccccc3C(F)(F)F)CC2)[nH]c1=O,-15.9
CCC(C(=O)N1CCCC(c2c(S(C)(=O)=O)cnc3ncnn23)C1)c1ccccc1 (stereo unspecified),7.2
Cc1c(C(=O)N2CCC(C(=O)c3nc4ccccc4s3)CC2)[nH]c2ccc(F)cc12,-109.1
O=C(C1CCCCC1)N1CCC(n2nc(-c3cccs3)ccc2=O)CC1,10.1
CCCc1nn(CC(=O)NCCc2cnc[nH]2)c(=O)c2cc3ccsc3n12,-14.6
CN1CCC(NCc2ccccc2F)C(c2ccccc2)C1 (stereo unspecified),-45.7

In the list so far, 2 contain a CF3 group:
molecule,EP2 mod
FC(F)(F)c1cn2c(n1)CN(Cc1nnnn1Cc1ccco1)CC2,3.0
CCc1c(C)nc(NC2CCN(S(=O)(=O)c3ccccc3C(F)(F)F)CC2)[nH]c1=O,-15.9

Other structures
molecule,EP2 mod
O=c1ccc(C2CC2)nn1C1CCN(S(=O)(=O)c2cccc3nonc23)CC1,-67.6
O=C(CN1C(=O)C2CCCCN2S(=O)(=O)c2ccccc21)N1CCOCC1 (stereo unspecified),5.2
Cc1cc(C(=O)N2CCN(Cc3ccco3)C[C@@H]2C(C)C)c(C)[nH]1,-70.4
Cc1cc2c(s1)c1cn[nH]c(=O)c1n2Cc1ccc(F)cc1,-19.6
COC1CCCC(C(=O)N2CCC(n3nc(-c4cccs4)ccc3=O)CC2)C1 (stereo unspecified),-9.9
COc1ccc([C@@H]2C[C@H](C(=O)NCc3ccccn3)N(C)S(=O)(=O)N2)cc1OC,10.3
Clc1cc2c(cc1CN1CCC(c3[nH]ncc3-c3ccncc3)CC1)OCO2,-17.1
O=C(Cc1ccc(F)cc1)N1CCC(Cn2nc(-c3cccs3)ccc2=O)CC1,-42.9
CCn1c(N2CCC(C(=O)NCCN(C)C)CC2)nc2ccccc21,-34.8
O=C(Cn1nc2c3ccccc3ncn2c1=O)N1CCCCC1,-1.8
CC1CCN(c2nc3c(c(=O)[nH]2)CCN(Cc2cnn(C)c2)C3)CC1,-30.7
Cc1nnc2nc(-c3ccc(NC(=O)CCn4cncn4)cc3)cn2c1C,-17.6
O=C(CN1CCC(O)(c2ccccn2)CC1)Nc1ccc2c(c1)OCCO2,-9.7
COC(=O)[C@H]1CN(C(=O)CCN2CCCC2=O)C[C@@H]1c1ccc(F)cc1,10.5
COCCNc1c(-c2ccc(OC)cc2)nc2cnccn12,-21.8
COCCNc1c2c(nc3c(-c4ccc(F)cc4)c(C)nn13)CCC2,-20.3
COc1ccc(-c2ccc(=O)n(CC3CCN(C(=O)c4ccccc4OC)CC3)n2)cc1,-28.0
CCn1c(N2CCC(C(=O)NCc3cccc(OC)c3)CC2)nc2ccccc21,-49.9
CCc1nn(CC(=O)N(CC)Cc2ccco2)c(=O)c2cc3ccsc3n12,1.1
COc1ccccc1-c1cc(C(=O)N2C[C@H](C)N(Cc3ccco3)C[C@@H]2C)[nH]n1,-100.3
O=C(C1CCCO1)N1CCCC1c1nc(-c2ccncc2)n[nH]1 (stereo unspecified),10.0
CC1CCCCN1C(=O)Cn1nc2c3ccccc3nc(C3CC3)n2c1=O (stereo unspecified),10.9
O=C(C1CCCO1)N1CCC(Cn2nc(-c3ccco3)ccc2=O)CC1 (stereo unspecified),-24.0
O=C(CCn1cnnn1)N1CCCC1c1nc2ccccc2[nH]1 (stereo unspecified),-7.1
O=C(CC1CCCCC1)N1CCC[C@@H]1Cn1nc(-c2cccs2)ccc1=O,-50.6
COc1ncccc1C1(O)CC2CCC(C1)N2C(=O)c1cccc(-n2nnnc2C)c1 (stereo unspecified),-13.1
COc1cccc(CCNC(=O)Cn2nc(C)n3c(cc4sc(C)cc43)c2=O)c1,20.4
O=C(CCC1CCCC1)N1CCC(n2nc(-c3cccs3)ccc2=O)CC1,-34.3
COc1ccc(-c2cc3nccc(C4CCCNC4)n3n2)cc1OC (stereo unspecified),-46.3
CCc1nn(CC(=O)N2CCCCC2C)c(=O)c2cc3ccsc3n12 (stereo unspecified),-11.8
O=C(c1ccc2c(c1)OCO2)N1CCCC(c2[nH]ncc2-c2ccncc2)C1 (stereo unspecified),0.8
CCn1cc(C(=O)N2C[C@H](C(=O)O)[C@@H](c3ccc(F)cc3)C2)cn1,4.7
Cc1cc(CN2CCOCC2)oc1C(=O)N1CCCCC1c1nc2ccccc2[nH]1 (stereo unspecified),9.7
Cc1cc(C)n(CCC(=O)N[C@H](Cn2nc(-c3ccc(F)c(F)c3)ccc2=O)C(C)C)n1,-32.9
COc1ccc(OC)c(CC(=O)N2CCCC(c3ncncc3-c3cc(C)no3)C2)c1 (stereo unspecified),-2.4
Cc1cc2c(cc3c(=O)n(CC(=O)N4CCCC4)nc(C)n32)s1,1.4
O=C(c1ccco1)C1CCN(C(=O)c2ccc(-n3cnnn3)cc2)CC1,-8.6
CC(=O)Nc1ccc(CN2CCc3c(nc(N4CC(C)OC(C)C4)[nH]c3=O)C2)cc1 (stereo unspecified),1.2
COc1ccc(CN2CCc3c(nc(N4CC(C)OC(C)C4)[nH]c3=O)C2)c(O)c1 (stereo unspecified),-31.9
Cc1cc(C)n2nc(CC(=O)NC3(c4ccc(F)cc4)CCCC3)nc2n1,16.2

Among those listed so far, two contain a Cl atom:
molecule,EP2 mod
Cn1ccnc1C1(O)CC2CCC(C1)N2C(=O)c1cccc(Cl)c1 (stereo unspecified),-4.7
Clc1cc2c(cc1CN1CCC(c3[nH]ncc3-c3ccncc3)CC1)OCO2,-17.1

(further entries)
molecule,EP2 mod
CS(=O)(=O)c1cnc2ncnn2c1C1CCCN(C(=O)Cc2cccc(F)c2)C1 (stereo unspecified),-17.9
CC(C)[C@H](Cn1nnc2ccccc21)NC(=O)c1cccc(N2CCCCS2(=O)=O)c1,-1.1
CCn1c2cc(C)oc2c2cnn(CC(=O)N3CCCCC3)c(=O)c21,-4.7
COC(=O)[C@@H]1CN(C(=O)Cc2ccc(F)cc2)C[C@H]1c1ccc(OC)cc1,-8.0
Cn1ccnc1C1(O)COC2(CCN(C(=O)c3ccc(OC4CSC4)cc3)CC2)C1 (stereo unspecified),-16.9
O=C(CN1CCC(O)(c2ccccn2)CC1)Nc1nc2c(s1)CCCC2,-19.4
Cc1cc2c(o1)c1cnn(CC(=O)NCc3ccco3)c(=O)c1n2C,-43.2
Cc1ncc(-c2ccncc2)c(C2CCCN(C(=O)c3ccc4ncccc4c3)C2)n1 (stereo unspecified),24.9
O=C(Cn1c(=O)n(Cc2cccs2)c2ncccc21)N1CCCC(c2ccccc2)C1 (stereo unspecified),-3.5
COC(=O)[C@H]1CCc2ccccc2N1C(=O)c1ccc(F)cc1,19.8
CC(C)(C)C(=O)N1C2CCC1CC(c1ccc(F)cc1)C2 (stereo unspecified),13.0
O=C(C1CC1)N1CCC(c2ncncc2-c2ccncc2)CC1,-6.8
Cc1nc2sc3c(c2c2nn(CC(=O)NC(C)(C)C)c(=O)n12)CCC(C)C3 (stereo unspecified),-35.9
CC(C)C(=O)N1CCC(Cn2nc(-c3ccccc3)ccc2=O)CC1,-15.9
Cc1nonc1CC(=O)N[C@H](Cn1nc(-c2ccc(F)c(F)c2)ccc1=O)C(C)C,-2.5
Cc1cc(-c2cn3c(C)c(C)nnc3n2)ccc1NC(=O)C1CC(=O)N(C)C1 (stereo unspecified),-36.5
O=C(NC1CC1)[C@H]1C=CCN1S(=O)(=O)c1cccc(F)c1,-1.4
Cc1cc2c(s1)c1cnn(CC(=O)N3c4ccccc4C(C)CC3(C)C)c(=O)c1n2C (stereo unspecified),-33.7
Cc1ccnc(-n2cccc2CN2CCc3c(nc(N4CCCC(C)C4)[nH]c3=O)C2)c1 (stereo unspecified),-26.2
CC1CCCN(c2nc3c(c(=O)[nH]2)CCN(Cc2cccn2Cc2ccccc2F)C3)C1 (stereo unspecified),3.1
COc1cccc(C2(NC(=O)c3ccc(OC)c(Cn4cccn4)c3)CCCC2)c1,10.4
CC[C@H](Cn1ncc2ccccc2c1=O)NC(=O)Cc1ccc2c(c1)OCO2,-20.8
O=C(c1cccc2nccnc12)N1CCC(c2nc3sc4c(c3c(=O)[nH]2)CCCC4)CC1,-49.1
O=C(c1ccc2c(c1)OCO2)N1CCC(n2nnc(-c3ccc(F)cc3)n2)CC1,-82.1
COc1ccc([C@@H]2C[C@H](C(=O)NCc3cccs3)N(C)S(=O)(=O)N2)cc1,-55.6
COc1ccc(NC(=O)[C@@H]2C=CCN2C(=O)C2CC2)cc1,-5.3
Cc1cc(C)c2c(c1)cc(C)c1nn(CC(=O)N(C)C)c(=O)n12,-4.1
O=C(Cc1c(F)cccc1Cl)N1CCC(c2ccncc2)CC1,-50.9
Cc1cc2c(o1)c1cnn(CC(=O)N3CC(C)CC(C)C3)c(=O)c1n2C (stereo unspecified),-60.3
CCOC(=O)C(C)n1nc(C)n2c(cc3sccc32)c1=O (stereo unspecified),-9.4
O=C(c1cc(-c2ccco2)[nH]n1)N1CCn2c(nnc2C2CC2)C1,-31.0
CCCc1nn(CC(=O)N(C)C2CCCCC2)c(=O)c2cc3ccsc3n12,-9.6
Cc1cc2c(cc3c(=O)n(CC(=O)NCc4ccccc4F)nc(C)n32)s1,30.6
O=c1oc(-c2nccc3ccccc23)nn1CCN1CCCCC1,7.7
CCN(CC)C(=O)N1CCC(c2nc(C)ncc2-c2cc(C)no2)CC1,1.5
O=C(c1nc2ccccc2s1)C1CCN(C(=O)Cc2cccc(F)c2)CC1,-72.2
O=C(CN1CCC(O)(c2ccccn2)CC1)Nc1ccccc1N1CCCCCC1,57.5
Cc1ccc2occ(CN3CCc4c(nc(N5CC(C)OC(C)C5)[nH]c4=O)C3)c(=O)c2c1 (stereo unspecified),-9.1
Cc1ccc(CNc2c(-c3cnc(N(C)C)nc3)nc3cnccn23)cc1,13.6

High-throughput results from PubChem BioAssay.
